# Screens deposited in PubChem by several laboratories.
# ABCB6 inh MLPCN = inhibitors of human ABC transporter ABCB6; Q9NP58; K562-ABCB6 porphyrin accumulation, flow cytometry, 1 h; active compounds read low; fluorescence ratio to DMSO, % at 10 µM; 360,000 compounds, 0.19% hits;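 active = fluorescence ratio to DMSO below 75%, the collection mean minus 3 SD; inconclusive = too few cells collected in the well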;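 also: signal is porphyrin accumulated inside mitochondria; 100% equals median channel fluorescence of DMSO control wells; lower ratio means ABCB6 inhibition with less porphyrin fluorescence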
# H9c2 protect = modulators protecting cardiomyocytes from myocardial damage | protection from H2O2 cell death, % at 20 µM | AID 588492 | H9c2 cardiomyocytes, H2O2 injury protection, ATPLite, 2 h | 360,000 compounds, 0.63% hits;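 active = compounds giving at least 50% protection of heart cells from peroxide-induced death in the single-dose screen, raw or plate-pattern-corrected value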;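 also: 0% = DMSO wells with peroxide and 100% = DMSO wells without peroxide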
# Vif imaging = HIV Vif inhibition. inhibition, % at 7.49 µM. HEK293T cells, Vif self-association by quenched fluorescence, imaging, 24 h. 340,000 compounds, 0.35% hits; in the data active = inhibition above about 50%, passing the limit was not always enough; inconclusive = no clear call, values can overlap the other calls; inactive = below about 31%; also: some results filed as inactive read as strong as hits
# MC4R antagonist = human MC4R antagonism in cAMP assay. P32245. MC4R-expressing cells, MTII-stimulated cAMP, LANCE TR-FRET. inhibition, % at 6.5 µM. 360,000 compounds, 0.48% hits. AID 540295;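 active = inhibition above its plate's cutoff, the mean of tested wells on that plate plus 3 SD, cut at about 29% in these data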;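 also: 0% = Melanotan II alone and 100% = Melanotan II plus saturating MCL0020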
# Target sequence (P32245 whole entry, looked up): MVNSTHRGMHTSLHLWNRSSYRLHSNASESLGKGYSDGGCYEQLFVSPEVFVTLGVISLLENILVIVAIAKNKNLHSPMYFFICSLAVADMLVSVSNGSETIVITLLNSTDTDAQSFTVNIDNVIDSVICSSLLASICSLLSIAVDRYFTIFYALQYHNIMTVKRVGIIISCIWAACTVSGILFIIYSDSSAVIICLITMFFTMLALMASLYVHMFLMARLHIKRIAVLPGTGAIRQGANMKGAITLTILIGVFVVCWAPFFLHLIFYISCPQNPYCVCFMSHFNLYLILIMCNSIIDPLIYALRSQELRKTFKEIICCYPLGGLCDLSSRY
#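 Assay system: human MC4R-expressing U2OS cells; reagent: Melanotan II stimulation of cells; dosing: 6.5 µM single dose; timing: compound 30 min, challenge 1 h, detection 1 h; signal: TR-FRET cAMP assay; replicates: one well per compound, no replicates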
# N-glyco inh = blocks N-linked glycosylation in D54 reporter cells | D54 ERlucT glycosylation luciferase reporter, 24 h; percent of 100 nM tunicamycin response | reporter increase, % at 12.5 µM | 360,000 compounds, 0.23% hits;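 active = mean luciferase reporter signal, scaled so untreated is 0 and the glycosylation-blocking control 100, at or above a set limit in every replicate; inconclusive = mean reaches the limit but not every replicate does; inactive = mean below the limit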;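 also: luciferase carries N-glycosylation sites so blocking glycosylation raises the light; 0% = median of neutral control wells and 100% = median of 100 nM tunicamycin wells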
# CaV13 FRET inh = Primary screen for inhibitors of IQ motif and Ca2+-dependent inactivation inhibitor domain binding in CACNA1D, Förster resonance energy transfer in living cells, …. HEK cells, CFP/YFP FRET ICDI-IQ, plate reader, 10 min; percent FRET-ratio fall versus neutral wells. AID 743397. 340,000 compounds, 0.098% hits. inhibition, % at 12.3 µM;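 active = mean replicate inhibition of at least 30% and at least 1% of replicates passing that level; inconclusive = only one of the two criteria is met; inactive = neither criterion is met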;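 also: 0% = median of the neutral control wells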
# PDI inh = blocks human protein disulfide isomerase activity | PDI insulin aggregation turbidity, A650, 90 min | inhibition, % at 10 µM | 350,000 compounds, 0.052% hits | AID 588391;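 active = mean inhibition across replicates of 30% or more, whatever share of single replicates reach that level; inconclusive = mean inhibition below 30% while every single replicate reaches 30%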;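 also: absorbance from insulin aggregation driven by PDI reduction with DTT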
# aDG glyco up = alpha-DG glycosylation activation; AID 624168; activation, % at 10 µM; Pro5-aDG cells, alpha-DG glycosylation AlphaScreen (IIH6); 0% Pro5, 100% B10-LARGE cell signal; 360,000 compounds, 0.22% hits;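 active = activation of at least 8% versus controls, or a plate z-score of at least 8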;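 also: Pro5 are CHO cells carrying HIG-tagged alpha-DG that lacks glycosylation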
# MC4R barr agon = agonists of human melanocortin 4 receptor (MC4R) beta-arrestin; P32245; U2OS MC4R beta-arrestin complementation, luminescence; percent of melanotan II response, DMSO zero; activation, % at 8.9 µM; 360,000 compounds, 0.98% hits; AID 540308;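 active = activation above a per-plate cutoff, the mean activation of sample wells on that plate plus 3 SD, cut at about 8% in these data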
# HTR2A ag = mouse HTR2A agonism via beta-arrestin recruitment | P35363 | CHO-K1 mHTR2A beta-arrestin complementation, luminescence; percent of 30 µM serotonin response | activation, % at 7.6 µM | 360,000 compounds, 0.66% hits;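 active = activation above a run cutoff, the mean activation of all tested compounds plus 3 SD, cut at about 14% in these data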;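 also: 0% = plate median of compound wells and 100% = 30 µM serotonin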
# Target sequence (P35363 whole entry, looked up): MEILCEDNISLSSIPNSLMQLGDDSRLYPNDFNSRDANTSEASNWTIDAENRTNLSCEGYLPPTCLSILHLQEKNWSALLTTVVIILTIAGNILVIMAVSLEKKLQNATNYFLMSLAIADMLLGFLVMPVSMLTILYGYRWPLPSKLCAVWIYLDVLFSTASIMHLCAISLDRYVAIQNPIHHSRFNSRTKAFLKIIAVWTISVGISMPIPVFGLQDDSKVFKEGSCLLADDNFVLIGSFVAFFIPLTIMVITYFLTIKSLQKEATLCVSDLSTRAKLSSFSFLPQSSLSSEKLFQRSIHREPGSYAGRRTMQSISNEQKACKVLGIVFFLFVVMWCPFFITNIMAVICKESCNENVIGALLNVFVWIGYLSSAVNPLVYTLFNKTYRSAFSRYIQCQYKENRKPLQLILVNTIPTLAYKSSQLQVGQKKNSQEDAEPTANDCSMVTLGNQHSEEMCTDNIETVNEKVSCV
# Starred values were filed as active, the others as inactive; ? = inconclusive; · = not tested or not shown.
no.	SMILES	CaV13 FRET inh	N-glyco inh	MC4R antagonist	ABCB6 inh MLPCN	H9c2 protect	MC4R barr agon	Vif imaging	PDI inh	HTR2A ag	aDG glyco up
1	CC(C)NC(=O)Nc1cccc2c1O[C@H](CN(C)C(=O)Nc1ccccc1)[C@@H](C)CN([C@H](C)CO)C2=O	-5	4	3	100	2	-0.6	12	-1	-7	-0.3
2	Cc1cccc(C(=O)NC2CCN(C(=O)Nc3ccccc3C)CC2)c1	-5	4	17	92	-4	-0.4	2	7	-3	-0.6
3	CCOC(=O)c1ccc(NC(=O)c2ccc(OC(C)C)c(OC)c2)cc1	-5	2	0	91	-1	-1.7	-5	2	0	0.7
4	COC(=O)c1cc([N+](=O)[O-])ccc1N1CCN(Cc2ccccc2)CC1	-4	0	5	102	2	-0.4	1	-3	6	0.0
5	O=C(NCc1ccco1)c1ccc(Cl)nc1	-6	-1	-2	94	7	0.2	7	-3	3	0.0
6	O=C(CN1C(=O)CCC1=O)Nc1ccc(Br)cc1	-6	0	5	92	8	-2.5	8	-2	5	0.3
7	N#Cc1ccc(-c2ccc(F)cc2)nc1Oc1ccccc1	-4	-5	-2	95	-11	7.0	-15	-1	-9	0.5
8	CCN(CC)CCCNC(=O)c1[nH]c2ccccc2c1Sc1ccc(Cl)cc1	-5	-7	9	100	15	-0.4	-10	-11	-14	0.6
9	O=C1NCC(COCc2ccco2)O1 (stereo not drawn)	-9	3	-3	101	-2	-0.6	0	0	1	0.0
10	Cc1ccc(NC(=S)NCCN2CCOCC2)cc1F	10	3	3	92	4	-0.1	-2	0	6	2.4
11	CCCCCCCOC(=O)C1=C(C)Nc2ncnn2C1c1cccs1 (stereo not drawn)	-4	-1	-2	90	-2	1.1	-27	-10	4	2.1
12	O=C(CCCN1C(=O)/C(=C\c2cccc(Br)c2)SC1=S)Nc1ccc(C(=O)O)cc1	-11	-1	-3	96	-1	-0.6	77*	-2	4	0.2
13	CCS(=O)(=O)c1ccc2oc(SCC(=O)NC(C)C3CC4CCC3C4)nc2c1 (stereo not drawn)	-2	-3	0	100	-4	1.9	-11	?	13	-0.3
14	CCc1ccccc1NC(=O)Cn1nnc(C(=O)NCc2cccc(OC)c2)c1N	-6	18	-2	99	3	-0.4	-4	-2	3	0.1
15	CN1CCC(OC(c2ccccc2)c2ccccc2)CC1	-5	-1	5	99	6	1.0	-4	4	-6	0.0
16	CCN(CC)CCCNC(=O)c1ccc(N2CCCCC2)c(NS(=O)(=O)c2ccc(C)cc2)c1	-4	-5	0	101	9	-2.4	0	2	-7	0.4
17	O=[N+]([O-])c1ccc(NCCCNS(=O)(=O)c2ccccc2)cc1	-6	-1	14	104	-10	-1.5	-15	3	-3	0.3
18	Cn1cc(C(=O)Nc2ccc(C#N)cc2)c2ccccc2c1=O	-18	10	2	99	10	-0.4	-7	-4	1	0.0
19	Cc1cc(C(C)(C)C)n2nc(C)c(-c3ccccc3)c2n1	-7	-2	-6	99	-7	-0.6	5	1	0	-0.1
20	Nc1nonc1C(=O)N1CCCCC1	-4	0	11	97	0	-0.9	7	-5	3	0.2
21	Cc1nn(C)c(=S)n1-c1ccc(Cl)cc1	-11	2	12	95	-12	-5.0	2	-11	8	0.0
22	Cc1ccc(C)c(S(=O)(=O)N2CCC(c3nc4c(nnn4Cc4ccc(F)cc4)c(=O)[nH]3)CC2)c1	·	2	7	100	2	1.1	7	-4	0	-0.3
23	Cn1c(-c2ccc(Cl)nc2)nc2cc(Cl)ccc21	-5	2	0	98	4	-2.5	·	-5	7	0.0
24	Cc1ccc(F)cc1NC(=O)CSc1nc(Nc2ccccc2)nc(N2CCOCC2)n1	-7	-16	3	91	-2	-1.0	12	7	4	-0.1
25	CCN(C(=O)COC(=O)/C=C/c1cccc(Cl)c1)c1c(N)n(Cc2ccccc2)c(=O)[nH]c1=O	-6	-1	11	98	-6	-0.8	12	1	0	-0.1
26	C=CCn1cc(-c2cccc(C(F)(F)F)c2)cc(C#N)c1=O	8	-2	-2	98	8	0.7	-4	15	6	0.6
27	CN(C)S(=O)(=O)N1CCC(Oc2ccc(C(=O)NC3CCCCC3)cc2)CC1	-7	-5	18	95	1	-2.1	-1	-1	1	0.1
28	CC(=O)Nc1ccc(N(C(=O)Cc2cccs2)C(C(=O)NC2CCCC2)c2ccncc2)cc1 (stereo not drawn)	-2	1	1	96	-1	-0.6	6	-5	-4	0.0
29	COc1ccccc1CNC(=O)CS(=O)Cc1nc(-c2ccccc2C)oc1C (stereo not drawn)	6	1	3	97	5	-0.5	·	·	2	0.6
30	CCOC(=O)[C@]12CCC=C1N(Cc1ccc3c(c1)OCO3)C(=O)[C@H](CC(=O)NCc1cccs1)C2	-5	·	·	98	·	·	·	·	0	-0.1
31	C=CCOc1ccccc1CNc1ccc2[nH]c(=O)[nH]c2c1	4	1	10	101	-7	1.8	7	-1	-3	0.9
32	Oc1cccc2c3c(oc12)CCCC3	-13	-1	6	96	2	-1.1	70*	-3	0	-0.2
33	O=C(CN(c1ccccc1)S(=O)(=O)c1ccccc1)Nc1ccccc1C(=O)NCc1ccco1	-5	-1	4	101	1	-2.5	0	10	1	0.1
34	CS/C(=N\S(=O)(=O)c1cccs1)Nc1cccc(Cl)c1C	-14	2	20	100	-5	3.4	-4	2	1	-0.2
35	COc1ccc(-c2cc(-c3nnc(-c4ccncc4)o3)c3ccccc3n2)cc1	-14	4	12	96	23	-1.4	-3	11	0	-0.3
36	O=C(Cn1cnc2ccccc2c1=O)NNC(=O)c1ccccc1	0	-1	9	99	-5	-0.6	-5	6	6	0.9
37	O=C(CSc1n[nH]c(-c2ccncc2)n1)Nc1ccccc1C(F)(F)F	-3	4	2	76	6	-1.4	2	4	-1	0.0
38	CCCCNC(=O)[C@]1(C)CCC[C@@]2(C)C3CC[C@@]4(C)C[C@]3(CCC21)CC4=O (stereo partly drawn)	-2	-1	9	92	0	-1.1	4	-5	3	-0.3
39	Cc1onc(-c2ccccc2)c1C(=O)N/N=C/C=C/c1ccccc1	-6	-3	3	91	11	0.7	0	-5	-3	0.0
40	O=C(CSc1nnc(C2CC2)n1-c1ccccc1)NCCN1C(=O)CSC1=O	-2	1	-4	97	10	-1.6	-1	-5	4	-0.1
41	Cc1cc(C)c2[nH]c(C)c(CN3CCCCCC3)c(=O)c2c1	-5	3	6	141	12	-0.2	1	10	-6	0.0
42	CCOc1cc(S(=O)(=O)n2ccnc2)ccc1Br	-5	0	-3	104	0	-1.5	6	10	3	0.0
43	COC(CNC(=O)c1ccc2c(c1)ncn2-c1ccc(C)cc1C)OC	-21	-1	-4	98	-2	0.1	-6	9	-1	-0.1
44	CCOC(=O)C1=C(N)OC2=C(C(=O)CC(C)(C)C2)C1c1ccccc1OCC#N (stereo not drawn)	-6	1	8	99	0	-2.3	-1	3	0	-0.3
45	O=C(O)c1ccc(CSc2nc3ccc(N4C(=O)C5C6C=CC(C6)C5C4=O)cc3s2)cc1 (stereo not drawn)	-4	3	14	94	11	-1.2	5	0	0	1.1
46	O=C(CCNC(=O)N1CC(=O)Nc2ccccc21)NCc1cccc(C(F)(F)F)c1	-13	12	-5	99	-3	-2.4	·	-2	-2	-0.2
47	CC(=O)c1ccc(NC(=S)NC(NC(=O)c2ccco2)C(Cl)(Cl)Cl)cc1 (stereo not drawn)	·	9	-4	94	-19	-2.0	-3	0	2	-0.4
48	CC1CCCN(S(=O)(=O)c2ccc(C(=O)Nc3nnc(-c4ccccc4Cl)o3)cc2)C1 (stereo not drawn)	·	4	6	88	30	-0.2	14	3	-2	3.6
49	COCCNC(=O)CN(Cc1ccccc1)S(=O)(=O)c1ccc2nc(C)sc2c1	-13	1	6	89	4	-1.7	3	-3	-2	0.2
50	Cc1ccc(S(=O)(=O)n2cnc(C)c2)cc1	8	1	1	95	-2	0.2	27	-8	1	0.0
51	COc1ccc([C@@H]2CC(=O)c3c(O)cc(O[C@@H]4OC(CO[C@@H]5OC(C)[C@H](O)[C@H](O)C5O)[C@@H](O)[C@@H](O)C4O)cc3O2)cc1O (stereo partly drawn)	-5	2	2	96	-5	-0.4	-3	0	2	-0.2
52	O=C(O)CCS(=O)(=O)Cc1ccccc1F	-7	2	11	104	9	-2.1	-2	-1	-5	-0.2
53	COc1ccc(S(=O)(=O)N2CCN(C(=O)CCc3c[nH]c4ccccc34)CC2)cc1	-6	1	5	96	-2	-0.6	8	-3	-4	0.1
54	CCC(=O)NC(c1ccc(OC)cc1)c1c(O)ccc2ccccc12 (stereo not drawn)	-18	16	-5	96	0	-2.9	6	0	2	-0.3
55	C[C@H](CO)N1C[C@H](C)[C@H](CN(C)S(=O)(=O)c2ccccc2)OCc2ccccc2-c2c(n(C)c3ccccc23)C1=O	-10	1	-1	97	-4	1.6	0	5	1	0.0
56	CC(C)n1c(SCC(=O)NC2CC2)nnc1C1CC1	·	3	1	100	0	-4.7	-7	2	6	0.1
57	O=C(NN=Cc1cccc([N+](=O)[O-])c1)c1cc(-c2cccnc2)nc2ccccc12	-6	1	10	98	51*	-2.7	-14	6	1	-0.1
58	COc1ccc(C2N=C(c3ccccc3)C(C)(C)N2O)cc1 (stereo not drawn)	-8	0	2	94	3	-2.3	11	9	3	0.0
59	O=C(NCCc1ccccc1Cl)c1cc(COc2ccc(F)cc2F)on1	·	-2	2	102	-8	-1.0	-7	24	-3	-0.1
60	Cc1noc(NS(=O)(=O)c2ccc(NC(=O)NC(C)(C(F)(F)F)C(F)(F)F)cc2)c1C	-12	6	15	102	6	1.0	-1	4	4	0.0

# The listing continues.
no.	SMILES	CaV13 FRET inh	N-glyco inh	MC4R antagonist	ABCB6 inh MLPCN	H9c2 protect	MC4R barr agon	Vif imaging	PDI inh	HTR2A ag	aDG glyco up
61	COc1ccc(-c2cc(C(=O)N3CCCCC3)c3ccccc3n2)cc1	-5	0	5	100	-13	-1.6	-9	-2	2	-0.1
62	CCn1cc(C(=O)N(C)c2ccc(OC)cc2)c2cc(OC)c(OC)cc2c1=O	-21	1	14	100	6	0.5	4	-13	0	0.0
63	Cc1cc(C(=O)N2CCN(C(c3ccccc3)c3ccccc3)CC2)on1	-7	-2	23	103	-3	1.0	7	-8	3	0.4
64	CCOc1ccc2[nH]cc(C(=O)NCCc3ccccc3)c(=O)c2c1	-7	1	0	93	3	0.3	12	13	0	0.1
65	Cc1cc(C(=O)NNC(=S)NCC(C)C)cs1	-15	-5	1	97	-2	-0.8	4	-1	1	0.3
66	COc1ccc(NC(=O)CN(C)CC(=O)N(C)C2(C#N)CCC(C)CC2)cc1 (stereo not drawn)	-5	3	1	100	-1	0.8	-1	-1	5	0.0
67	c1ccc2c(OCCCN3CCCCCC3)cccc2c1	-4	0	-7	106	-4	0.4	1	17	3	0.4
